Bioassay records as filed in PubChem BioAssay.
Eya2 phos inh = blocks the phosphatase activity of human Eya2; O00167; recombinant Eya2, OMFP fluorescence dephosphorylation (OMFP is methylfluorescein phosphate); Potency, µM (highest dose often 76.9 µM), without a hit: top-dose activity, negative = inhibition, most hits filed as inhibitors; hit rate 0.006% among 330,000; AID 488837; also: potency is read from the fitted curve at half-maximal effect; % is scaled to controls: 0 for no effect and ±100 for the full control effect
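Eya2 (0.2 uM) preincubated 10 min at ambient with compound, then OMFP substrate added at 50 uM; 10 min reaction in 50 mM HEPES pH 7.5, 50 mM NaCl, 5 uM MgCl2, 0.05% BSA, 1 mM DTT. Fluorescence read at Ex 485/Em 525 nm.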
BRCA1 expr act = activators of BRCA1 expression; MCF7-BRCA1-FFLuc reporter, luminescence, 48 h; response scale: scaled: vehicle 0%, 10 µM genistein 100%; Potency, µM (highest dose often 46.1 µM), without a hit: at the top dose activation, actives largely listed as activators; hit rate 1.1% among 380,000; also: potency is read from the fitted curve at half-maximal effect; nearly all actives have a fitted effect of over 80% in size; some results filed as inactive show a strong effect at the top dose
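Reporter cells (MCF7, BRCA1 promoter-firefly luciferase) received library compounds across a concentration series for 48 h. End-point luminescence was measured and concentration-effect curves derived after normalization.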
Integrin act MD = integrin-mediated muscular dystrophy alleviation activation; Potency, µM (highest dose often 38.3 µM), without a hit: at the top dose activation, actives largely listed as activators; hit rate 0.064% among 350,000; alpha7betagal myoblasts, beta-gal FDG fluorescence, 48 h;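 also: potency is read from the fitted curve at half-maximal effect; 100% = response of the positive control SU9516; nearly all actives have a fitted effect of over 60% in size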
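alpha7betagal+/- myoblasts (passage 13, 250/well) treated 48 h at 37C with compounds at 1:260 dilution of DMSO stock. Lysed, then beta-galactosidase activity read as FDG fluorescence (ex 480/em 540) after 30 min, with pre-read for autofluorescence.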
uPA generation = blocks generation of uPA at the cell surface; Potency, µM (highest dose often 38.3 µM), inactives show top-dose activity change, negative = inhibition, usual class: inhibitors; cell surface uPA generation assay, qHTS; hit rate 0.31% among 330,000; active = well fitted inhibition curve with a large enough effect; inconclusive = small, poorly fitted or top-dose-only effect; inactive = no such curve, though single readings can be large or run the other way; tested in mouse RAW 264.7 cells; also: potency is read from the fitted curve at half-maximal effect; % is scaled to controls: 0 for no effect and ±100 for the full control effect; nearly all actives have a fitted effect of over 55% in size
S-ASM inh = blocks human secretory acid sphingomyelinase; placental ASM, HMU-PC fluorogenic substrate, 60 min; P17405; hit rate 0.006% among 340,000; Potency, µM (highest dose often 57.5 µM), for inactives: at the top dose activity change, negative = inhibition, actives largely listed as inhibitors; also: potency is read from the fitted curve at half-maximal effect
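Fluorogenic HMU-PC substrate (9 uM final) is turned over by placental ASM in 60 min at 37 C after a 10 min compound preincubation. Reaction ended by alkaline stop (pH 10), with fluorescence read at 386/447 nm.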
PTAP TSG101 blk = blocks PTAP/TSG101 interaction to inhibit HIV-1 budding | AID 493005 | 340,000 tested, under 10 active | Fluorescence polarization, FITC-PTAP peptide / Tsg101 binding | Potency, µM (doses to about 115 µM), for the others: top-dose activity change, negative = inhibition, actives largely listed as inhibitors | Q99816; active = well fitted inhibition curve with a large enough effect in the main read-out, with a control signal flat, not every such curve was filed as active; inconclusive = small, poorly fitted or top-dose-only effect, or effect the other way, or a change in a side signal; inactive = no such curve, though single readings can be large or run the other way; also: potency is read from the fitted curve at half-maximal effect; % of control where 0% means no effect
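Fluorescence polarization binding of Tsg101 binding domain (10 uM final) to FITC-labeled PTAP peptide (50 nM final) in HEPES pH 7.5 buffer with NaCl, Tween 20, EDTA, TCEP. Compounds added before peptide; binding 20 min at RT.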
ELG1 genotox = inducers of genotoxicity in HEK293T ELG1-luciferase cells; HEK293T ELG1-luciferase reporter, luminescence, 16 h; Potency, µM (highest dose often 46 µM), without a hit: at the highest dose activity change, positive = activation, actives largely listed as activators; hit rate 1.3% among 330,000; AID 504466; also: potency is read from the fitted curve at half-maximal effect; % of control where 0% means no effect; nearly all actives have a fitted effect of over 60% in size
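Screening used a luciferase reporter fused to human ELG1 in HEK293T cells. Luminescence was read on a CCD plate imager after 16 hr exposure and 30 min ONE-Glo incubation.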
USP2a inh = inhibitors of human ubiquitin-specific protease USP2a. USP2 core, Ub-CHOP2 coupled fluorogenic reporter, 485/531. Potency, µM (top dose mostly 38.3 µM), inactives show top-dose activity change, negative = inhibition, most hits filed as inhibitors. hit rate 0.01% among 330,000;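 also: potency is read from the fitted curve at half-maximal effect; plate controls were DMSO wells for no effect and full inhibition by NEM control for full effect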
Target sequence (O75604 whole entry, looked up): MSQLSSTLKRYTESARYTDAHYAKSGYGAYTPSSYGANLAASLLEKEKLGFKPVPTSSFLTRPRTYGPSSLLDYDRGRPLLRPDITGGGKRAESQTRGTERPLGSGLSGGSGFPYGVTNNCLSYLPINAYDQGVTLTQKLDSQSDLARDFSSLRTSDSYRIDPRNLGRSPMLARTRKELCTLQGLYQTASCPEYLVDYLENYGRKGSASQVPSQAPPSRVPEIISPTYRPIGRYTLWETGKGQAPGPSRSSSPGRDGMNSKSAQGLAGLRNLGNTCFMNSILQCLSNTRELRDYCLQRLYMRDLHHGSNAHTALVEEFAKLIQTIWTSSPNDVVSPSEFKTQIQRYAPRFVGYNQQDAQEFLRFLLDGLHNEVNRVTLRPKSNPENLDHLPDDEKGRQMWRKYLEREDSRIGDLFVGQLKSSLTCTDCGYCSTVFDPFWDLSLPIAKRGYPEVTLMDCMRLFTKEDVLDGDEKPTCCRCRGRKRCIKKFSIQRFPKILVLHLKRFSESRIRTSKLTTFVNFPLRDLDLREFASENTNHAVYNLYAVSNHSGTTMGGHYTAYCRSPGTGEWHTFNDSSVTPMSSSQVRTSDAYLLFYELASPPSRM
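Cell-free coupled assay: 10nM USP2 core preincubated 30min RT with compound in Tris-HCl pH 8.0/CaCl2/CHAPS buffer, then 25nM Ub-CHOP2 and 25nM reporter substrate; fluorescence (Ex 485/Em 531) read after 60min RT, normalized to NEM inhibition, concentration-response curves fitted.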
p53 reactivation = mutant p53 re-activation in reporter cells. H1299 p53-A138V BP100-luciferase reporter, luminescence, 24 h. AID 504706. Potency, µM (doses to about 92.2 µM), without a hit: top-dose activity change, positive = activation, hits mostly activators. hit rate 0.063% among 320,000; also: potency is read from the fitted curve at half-maximal effect; % of control where 0% means no effect; nearly all actives have a fitted effect of over 45% in size
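p53-null H1299 cells stably carrying temperature-sensitive p53-A138V and a BP100-luciferase reporter were pinned with compounds (4-point, 1:5 series) and held 24 hrs at 37 deg C. Luminescence was read 10 min after detection reagent.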
TRPV1 agonist = agonists of human vanilloid receptor 1 (TRPV1); activation, % at 8.33 µM; TRPV1-expressing cells, Fluo-8 calcium influx, agonist mode; AID 540275; hit rate 0.19% among 320,000; in the data active = activation above about 80%; inconclusive = between about 30% and that limit; also: 0% is about no effect
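Fluo-8 calcium influx in TRPV1-expressing cells, kinetic read (ex 480/em 520 nm). Compound added and read 3 min for agonist activity, followed by capsaicin at EC20 final and 2 min further read for enhancement.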
B2AR arrestin = agonists driving beta-arrestin recruitment to human beta2-adrenergic receptor; AID 492947; Potency, µM (series often up to 46.1 µM), for the others: top-dose activation, hits mostly activators; beta-arrestin recruitment to beta2AR, cell-based reporter; P07550; hit rate 0.02% among 330,000;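 also: potency is read from the fitted curve at half-maximal effect; 0% = DMSO controls and full agonism = EC100 isoproterenol or metaproterenol; nearly all actives have a fitted effect of over 65% in size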
Target sequence (P07550 whole entry, looked up): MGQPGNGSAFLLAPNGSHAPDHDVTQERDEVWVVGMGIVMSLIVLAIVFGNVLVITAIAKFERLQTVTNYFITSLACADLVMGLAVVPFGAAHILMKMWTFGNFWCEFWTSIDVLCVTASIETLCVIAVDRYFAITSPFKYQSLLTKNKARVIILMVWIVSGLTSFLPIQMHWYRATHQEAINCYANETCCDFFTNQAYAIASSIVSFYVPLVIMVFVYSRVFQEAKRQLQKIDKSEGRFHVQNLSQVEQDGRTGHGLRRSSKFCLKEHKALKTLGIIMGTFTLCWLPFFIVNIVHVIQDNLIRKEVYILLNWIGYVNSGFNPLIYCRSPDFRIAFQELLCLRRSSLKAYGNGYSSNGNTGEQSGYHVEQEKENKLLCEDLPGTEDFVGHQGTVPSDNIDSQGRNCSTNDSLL
Active calls of the source: *; ? = inconclusive; . = no result given; [ ] = dose if it differs, or a comment. Unless noted, calls follow the shape of the dose curve; as a rule, active = well fitted curve in the direction sought with a large enough effect; inconclusive = small, poorly fitted or top-dose-only effect, or another doubt; inactive = no such curve, though single readings can be large; an effect the other way counts as inactive or inconclusive. This is a subset. The share of hits here may be higher or lower than overall.

SMILES	Eya2 phos inh	BRCA1 expr act	Integrin act MD	uPA generation	S-ASM inh	PTAP TSG101 blk	ELG1 genotox	USP2a inh	p53 reactivation	TRPV1 agonist	B2AR arrestin
COc1ccc2cc1Oc1ccc(cc1)CC1c3c(cc(OC)c4c3Oc3cc5c(cc3O4)CCNC5C2)CCN1C (stereo unspecified)	-7%	-81%	-21%	?	-4%	2%	-17%	3%	-14%	8	-0.4%
Clc1ccc(C(c2ccccc2)c2ncc[nH]2)cc1 (stereo unspecified)	4%	4%	-15%	1%	0%	-7%	-1%	-1%	-4%	-6	-0.5%
CCOC(=O)c1ccsc1NC(=O)CCS(=O)(=O)c1ccccc1	-14%	-27%	-29%	?	-3%	0%	-3%	-1%	-30%	-8	-1.0%
On1ccccc1=S	5%	-12%	.	-17%	-3%	-4%	-53%[inhibitor]	0%	2%	0	?
COc1ccc(CCNCc2cccc(C(F)(F)F)c2)cc1OC	6%	-12%	-20%	4%	0%	-2%	-11%	-18%	-6%	5	0.3%
CC(=O)OC1CCC2(C)C(CCC3C2CC(=O)C2(C)C3CC(N3CC3)C2C(C)=O)C1 (stereo unspecified)	.	-45%	-38%	-8%	0%	-1%	.	.	.	.	.
COc1ccccc1CN1CCN(C(=O)Cc2ccccc2)CC1	8%	-6%	-8%	-4%	4%	0%	2%	-10%	-3%	1	-0.7%
CCOC(=O)CC(SP1(=S)OCC2(CC=CCC2)CO1)C(=O)OCC (stereo unspecified)	.	-3%	21%	-22%	-11%	-1%	.	.	.	.	.
COc1ccc(-c2nc(NC(=O)Cn3c(=O)oc4ccccc43)sc2C)cc1	-7%	-53%	-18%	-20%	-12%	-1%	-9%	1%	-24%	18	2.9%
COc1ccc(-n2c(/C=C/c3cccc(F)c3)nc3ccccc3c2=O)c(OC)c1	10%	10%	-30%	-5%	-3%	0%	8%	5%	-1%	5	0.0%
COc1ccccc1OCC#CCN1CCOCC1	-4%	-8%	3%	1%	7%	0%	-2%	2%	-4%	-1	0.0%
O=C(CCS(=O)(=O)c1ccccc1)Nc1nnc(-c2ccco2)o1	6%	-5%	-12%	-8%	4%	-4%	0%	4%	-47%[inhibitor]	1	-0.7%
N#C/C(=C(/O)c1ccc(S(=O)(=O)N(CCCl)CCCl)cc1)c1nc2ccccc2[nH]1	?	10%	26%	2%	69%	1%	3%	-16%	27%	1	-0.5%
CP(=O)(Nc1ccc(Cl)cc1)c1nc2c(s1)CCCC2 (stereo unspecified)	-16%	0%	?	11%	9%	-6%	-7%	-2%	-1%	1	-0.8%
O=c1c2ccccc2nc(SCC2CCCCO2)n1-c1ccccc1 (stereo unspecified)	-2%	-29%	-16%	2%	0%	2%	1%	1%	-8%	20	-1.3%
CCOP(=O)(C#CC(C)(C)C)C(C)(O)c1ccccc1 (stereo unspecified)	-7%	-10%	0%	2%	1%	-9%	0%	-1%	0%	7	0.2%
CCCN(CC#CCOc1ccc(OC)cc1)CCC	1%	-24%	-17%	2%	0%	-4%	1%	5%	-3%	1	0.4%
CC1CCC(C(C)C)C(OC(=O)Cn2c(COc3ccccc3)[n+](C)c3ccccc32)C1 (stereo unspecified)	?	-75%	-74%[inhibitor]	-6%	-12%	-1%	-9%	-5%	-14%	-10	-1.1%
COc1ccc(-c2cc(C(=O)N3CCC4(CC3)OCCO4)c3ccccc3n2)cc1	-4%	0%	7%	?	62%[activator]	-4%	0%	3%	-2%	11	-0.1%
O=[N+]([O-])c1cc(F)c(N2CCCCC2)cc1Br	6%	-16%	11%	0%	-10%	-3%	4%	-6%	6%	25	-0.4%
Cc1nc2ccccc2c(=O)n1-c1ccncc1	0%	-3%	21%	1%	1%	-8%	6%	-3%	-1%	1	-0.3%
C=CCn1c(O)c(/C=C2/C=CC=N2)c(=O)[nH]c1=O	-2%	-26%	-4%	?	-3%	-5%	15%	2%	-7%	1	0.1%
Cc1ccc(-n2cc(CNC(C)Cc3cnccn3)c(-c3cccc(C)c3)n2)cc1 (stereo unspecified)	-17%	-38%	-53%[inhibitor]	-2%	-2%	-3%	-3%	-1%	1%	-3	-0.7%
Cc1nn(Cc2ccccc2Cl)c(C)c1C(=O)OCC(=O)N1CC(C)OC(C)C1 (stereo unspecified)	0%	-25%	15%	2%	3%	1%	-8%	2%	-11%	2	-0.4%
C/C(=N\NC(=O)c1ccncc1)c1c(O)n(Cc2ccccc2)c(=O)[nH]c1=O	22%	-4%	-46%[inhibitor]	17%	6%	-4%	-6%	0%	0%	0	-0.8%
CN1C(=O)NC(=O)C2(CCCC2)C1=O	.	-15%	-18%	0%	3%	-7%	.	.	.	.	.
CC1([N+](=O)[O-])COP(=O)(Nc2cccc(Br)c2)OC1 (stereo unspecified)	.	26%	3%	2%	2%	-4%	.	.	.	.	.
N=c1sccn1Cc1ccc(Cl)cc1Cl	-1%	-22%	-28%	4%	7%	1%	-4%	2%	-6%	1	-2.5%
COc1ccc(C(=O)O/N=C(/C(N)=O)P(=O)(OC(C)C)OC(C)C)cc1	-5%	-3%	7%	-4%	17%	0%	-2%	-1%	10%	3	3.3%
C[C@H](NC(=O)N1C[C@H]2C[C@@H](C1)c1cccc(=O)n1C2)C(=O)Nc1ccccc1F	-4%	8%	-24%	5%	6%	-1%	1%	1%	.	0	0.2%
Cc1ccc(C(=O)C2(C)N(O)C(C)C(c3cccs3)=[N+]2[O-])cc1 (stereo unspecified)	-28%	7%	27%	3%	2%	-7%	0%	1%	-2%	6	-0.4%
COc1ccc(OCC(=O)N2CCN(Cc3nc4cc([N+](=O)[O-])ccc4n3C)CC2)cc1	-2%	-22%	23%	-6%	-2%	-2%	-9%	0%	7%	-2	-0.5%
CN(C)CCSCc1nnc2n1-c1ccc(Cl)cc1C(c1ccccc1Cl)=NC2	.	-6%	-9%	-4%	-3%	-6%	.	.	.	.	.
O=C(C[N+]12CCC(CC1)C(C(O)(c1ccccc1)c1ccccc1)C2)c1ccc(Br)cc1 (stereo unspecified)	-10%	-5%	6%	-18%	-2%	1%	-8%	0%	-5%	0	0.4%
O=c1c2ccccc2nc(-c2ccccc2)n1-c1ccccn1	2%	5%	?	3%	2%	-1%	-1%	2%	0%	-3	0.1%
CCC1(O)CCC2C3CCC4=CC(=O)CCC4C3CCC21CC (stereo unspecified)	.	-42%	-17%	-4%	-1%	-3%	.	.	.	.	.
COC(=O)C1=C(c2ccc(Cl)c(C(F)(F)F)c2)C[C@@H]2CC[C@H]1N2C(=O)NCCCOC(C)C	-17%	-17%	-14%	9%	-4%	-6%	-7%	2%	3%	17	0.3%
O=c1cccc2n1C[C@H]1C[C@@H]2CN2CCCC[C@@H]12	-12%	-2%	-15%	-1%	91%	0%	-2%	2%	-4%	2	0.5%
O=[N+]([O-])c1[nH]cnc1Br	.	-36%	-2%	-3%	-1%	-2%	.	.	.	.	.
O=[N+]([O-])c1ccc2c(c1)Cc1cc(O)ccc1-2	.	26%	0%	?	-11%	-5%	.	.	.	.	.
Cc1cccc(C(=O)Nc2ccc(Cl)cc2C(=O)c2ccccc2)c1	9%	-10%	3%[7.66 µM]	.	-14%	-6%	-2%	-4%	8%	24	-0.3%
CCOC(=O)C(=CNc1ccc(C(O)(C(=O)OCC)C(F)(F)F)cc1C)C(=O)OCC (stereo unspecified)	-14%	-32%	-53%[inhibitor]	-13%	-5%	-3%	-7%	3%	-2%	1	0.8%
Cc1cc(OCc2nn[nH]n2)c2c3c(c(=O)oc2c1)CCC3	-6%	11%	11%	2%	8%	-9%	-3%	-6%	0%	1	0.3%
COc1ccccc1N1CCN(Cc2cccc(Br)c2)CC1	-2%	-12%	-18%	9%	6%	-2%	-4%	-2%	.	19	-1.1%
CC1(C)NC(=O)[C@H]2CCCN21	.	23%	35%	5%	2%	-5%	.	.	.	.	.
Cc1cccc(-n2c(=S)[nH]c3ccccc3c2=O)n1	-18%	-14%	12%	1%	6%	1%	18%	5%	-1%	-6	-0.4%
